Assay outcomes from PubChem.
GAA inh – qHTS Assay for Inhibitors of Human alpha-Glucosidase as a Potential Chaperone Treatment of Pompe Disease. Lysosomal alpha-glucosidase (Homo sapiens), P10253. purified human GAA, 4-MU-alpha-glucoside fluorescence. Potency, µM (highest dose often 76.9 µM), for inactives: at the top dose activity change, negative = inhibition, most hits filed as inhibitors. 200,000 compounds, 0.005% hits;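 also: plate controls were uninhibited enzyme wells for no effect and no-enzyme background for full effect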
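Human alpha-glucosidase, 4 nM, pre-mixed with test compounds before 400 uM 4-methylumbelliferyl substrate; 20 min room temperature at pH 5.0. Fluorescence read after pH 10 stop; AC50 values from Hill-equation fits.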
Tau FP inhib – qHTS for Inhibitors of Tau Fibril Formation, Fluorescence Polarization. Microtubule-associated protein tau (Homo sapiens), P10636. K18 P301L tau heparin fibrillization, Alexa594 FP, 6 h. Potency, µM (top dose mostly 57.7 µM), for the others: at the highest dose activity, negative = inhibition, hits mostly inhibitors. 280,000 compounds, 0.39% hits; also: % is scaled to controls: 0 for no effect and ±100 for the full control effect; nearly all actives have a fitted effect of over 55% in size
Target sequence (P10636 561-689 P618L limits assumed): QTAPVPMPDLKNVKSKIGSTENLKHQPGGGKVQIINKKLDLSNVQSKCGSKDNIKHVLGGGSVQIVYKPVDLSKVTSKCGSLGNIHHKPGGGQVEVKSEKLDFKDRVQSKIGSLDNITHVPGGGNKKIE
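FP of Alexa 594-tau after heparin (20 uM) induction. Substrate: human K18 P301L, 15 uM unlabeled, 0.24 uM labeled. Buffer 100 mM sodium acetate pH 7. 6 hr, 37 C.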
Tau fluor counter – Counterscreen qHTS for Inhibitors of Tau Fibril Formation, Fluorescence Polarization. tau K18 P301L Alexa594 fluorescence, heparin fibrillization. AID 1463, 2008. 280,000 compounds, 0.93% hits. Potency, µM (highest dose often 57.7 µM), for inactives: at the top dose activity change, negative = decrease; also: % is scaled to controls: 0 for no effect and ±100 for the full control effect; nearly all actives have a fitted effect of over 55% in size
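Human K18 P301L tau (15 uM unlabeled plus 0.24 uM Alexa 594-labeled, final) in 100 mM sodium acetate pH 7 was mixed with compound and 20 uM heparin and incubated 6 hr at 37 C.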
HTT ATP protect – qHTS Multiplex Assay to Identify Dual Action Probes in a Cell Model of Huntington: Cytoprotection (ATP). PC12 HTT-Q103 induced, cytoprotection, ATP luminescence, 40 h. Potency, µM (titrated, usually from 56.4 µM), inactives show cytoprotection (ATP increase), actives largely listed as activators. 230,000 compounds, 0.14% hits. AID 1471, 2008;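 also: % of control where 0% means no effect; nearly all actives have a fitted effect of over 45% in size; toxic huntingtin expression switched on by the ecdysone agonist tebufenozide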
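Rat PC12, Q103 Htt exon1-GFP fusion, ecdysone promoter; tebufenozide inducer 100 nM final; compound titration; qHTS, 1500 cells/well; ATPlite luminescent read.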
aGal spleen mod – qHTS Assay for Inhibitors and Activators of Human alpha-Galactosidase From Spleen Homogenate; Alpha-galactosidase A (Homo sapiens), P06280; human spleen homogenate, 4MU-alpha-Gal fluorescence, 40 min; Potency, µM (highest dose often 80 µM), inactives show at the top dose activity change, negative = inhibition, actives largely listed as inhibitors; 240,000 compounds, 0.008% hits; AID 2107, 2009;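 also: 0% = enzyme with vehicle and -100% = no enzyme basal signal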
Target sequence (P06280 32-429 limits assumed): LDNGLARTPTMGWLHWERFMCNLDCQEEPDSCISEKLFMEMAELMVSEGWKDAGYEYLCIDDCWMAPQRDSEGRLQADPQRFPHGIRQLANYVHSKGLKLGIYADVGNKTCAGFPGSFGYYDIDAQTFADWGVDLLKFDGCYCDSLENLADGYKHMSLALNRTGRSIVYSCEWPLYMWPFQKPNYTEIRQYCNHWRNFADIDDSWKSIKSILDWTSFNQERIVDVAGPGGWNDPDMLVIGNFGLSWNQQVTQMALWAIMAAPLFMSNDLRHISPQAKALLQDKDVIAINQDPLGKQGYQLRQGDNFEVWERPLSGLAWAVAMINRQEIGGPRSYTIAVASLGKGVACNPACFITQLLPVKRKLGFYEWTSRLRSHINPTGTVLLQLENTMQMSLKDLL
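Human spleen homogenate (1 ug) as enzyme source, 4-methylumbelliferyl-alpha-D-galactopyranoside 1 mM final, citrate/phosphate pH 5.0 with 0.01% Tween-20. Compounds 40 min at 37C, NaOH/glycine stop; fluorescence Ex 365/Em 440, Hill-fit AC50.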
GAA glycogen mod – qHTS Assay for Inhibitors and Activators of Human alpha-Glucosidase Cleavage of Glycogen; recombinant GAA, glycogen substrate, Amplex Red glucose oxidase fluorescence; Potency, µM (top dose mostly 76.4 µM), inactives show top-dose activity change, negative = inhibition, actives largely listed as inhibitors; 300,000 compounds, 0.38% hits;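 also: 0% = full enzyme reaction and -100% = no-enzyme basal signal; the screen sought inhibitors and activators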
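Recombinant human enzyme (4 nM); glycogen substrate; 37 C, 40 min, pH 5.0. Readout: coupled glucose oxidase/Amplex Red fluorescence.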
aGlu spleen mod – qHTS Assay for Inhibitors and Activators of Human alpha-Glucosidase From Spleen Homogenate; human spleen homogenate, 4-MU-alpha-glucoside fluorescence; Potency, µM (series often up to 79.9 µM), without a hit: at the top dose activity change, negative = inhibition, hits mostly inhibitors; 240,000 compounds, 0.006% hits; AID 2112, 2009;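 also: 0% = enzyme with vehicle and -100% = no enzyme basal signal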
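Enzyme source: human spleen homogenate, 1 ug/well. Buffer 50 mM citric acid/K phosphate pH 5.0, 0.01% Tween-20. 4-MU-alpha-glucoside 1 mM; 37 C x 40 min; NaOH/glycine stop; fluorescence.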
Tau fibril ThT – qHTS for Inhibitors of Tau Fibril Formation, Thioflavin T Binding | Microtubule-associated protein tau (Homo sapiens), P10636 | 270,000 compounds, 2.1% hits | recombinant tau K18 P301L (four-repeat tau fragment), heparin-induced fibrillization, ThT fluorescence | Potency, µM (doses to about 57.4 µM), for inactives: at the top dose activity, negative = inhibition, actives largely listed as inhibitors; also: % is scaled to controls: 0 for no effect and ±100 for the full control effect; nearly all actives have a fitted effect of over 55% in size
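Heparin-induced (20 uM) aggregation of recombinant human K18 P301L tau, 15 uM unlabeled with 0.24 uM labeled, pH 7 acetate buffer, 6 hr at 37 C with compound. Fibrils quantified by 30 uM ThT fluorescence after 1 hr ambient incubation.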
Starred values were filed as active, the others as inactive; ? = inconclusive; / = not tested or not shown; [ ] = dose if it differs, or a comment. Calls follow the shape of the dose curve; as a rule, active = well fitted curve in the direction sought with a large enough effect; inconclusive = small, poorly fitted or top-dose-only effect, or another doubt; inactive = no such curve, though single readings can be large; an effect the other way counts as inactive or inconclusive. Potency is read from the fitted curve at half-maximal effect.

Screens by letter: A = GAA inh; B = Tau FP inhib; C = Tau fluor counter; D = HTT ATP protect; E = aGal spleen mod; F = GAA glycogen mod; G = aGlu spleen mod; H = Tau fibril ThT
CCC(=O)N1CCN(c2ccccc2NC(=O)Cc2ccc(Cl)cc2)CC1
  A: -7% | B: 4% | C: -2% | D: -7% | E: 7% | F: -16% | G: -4% | H: -9%

CCOc1ccc(N2C(=O)Nc3ccccc3C2(O)C(=O)NCc2ccc(OC)cc2)cc1 (configuration not stated)
  A: 9% | B: 5% | C: -1% | D: 16%[10 µM] | E: -14% | F: 4% | G: -5% | H: -5%

CC(=O)c1ccc(NC(=S)NN2C(C)CCCC2C)cc1 (configuration not stated)
  A: 7% | B: 1% | C: -2% | D: -6% | E: -1% | F: -9% | G: 3% | H: -2%

CCCCC1=NN(C(=O)c2ccco2)C(O)(C(F)(F)F)C1 (configuration not stated)
  A: -1% | B: -6% | C: -14% | D: 11%[10 µM] | E: -6% | F: 18% | G: 4% | H: -6%

c1ccc2oc(-c3ccc(Nc4nc(N5CCCC5)nc(N5CCOCC5)n4)cc3)nc2c1
  A: 1% | B: ? | C: -11% | D: -18%[10 µM] | E: -1% | F: 0% | G: 3% | H: -6%

COc1ccc(-c2nnc(SCCC(=O)O)n2C)cc1OC
  A: -10% | B: -8% | C: -18% | D: 0%[10 µM] | E: 1% | F: -4% | G: -5% | H: -12%

CCCCNc1nc(Oc2ccc(=O)n(-c3ccccc3)n2)nc(N(C)C)n1
  A: / | B: 7% | C: -2% | D: / | E: / | F: -5%[76.3 µM] | G: / | H: 0%

O=C(Cn1ncc2c(=O)oc3ccccc3c21)N1CCN(c2ccccn2)CC1
  A: -4% | B: -2% | C: -5% | D: 3% | E: 0% | F: 8% | G: 2% | H: -16%

O=C(N/N=C/c1cccc([N+](=O)[O-])c1)c1cc(-c2ccc3c(c2)OCO3)n[nH]1
  A: / | B: 12% | C: -5% | D: 12%[10 µM] | E: -7% | F: 7% | G: -2% | H: /

CCOc1ccc(C(=O)N2CCC(c3nc(-c4ccc(S(=O)(=O)N5CCCC5)cc4)no3)CC2)cc1
  A: / | B: 5% | C: -5% | D: / | E: / | F: 1%[76.3 µM] | G: / | H: -11%

CCCc1cc(=O)[nH]c(SCC(=O)NC2CCCCC2)n1
  A: 1% | B: -5% | C: -1% | D: 26% | E: 5% | F: 0% | G: 4% | H: -6%

Cc1ccc(CNC(=O)CN(C)S(=O)(=O)c2cccc3nsnc23)cc1
  A: ? | B: 4% | C: -4% | D: 5%[10 µM] | E: 7% | F: 3% | G: 12% | H: -6%

CCCNC(=O)Nc1cc(C)on1
  A: 0% | B: 0% | C: -9% | D: 5% | E: -5% | F: 5% | G: -4% | H: -8%

COc1ccc(NC(=O)CCn2cccc2)c(OC)c1
  A: -1% | B: 2% | C: -2% | D: -8% | E: -6% | F: -9% | G: -4% | H: -5%

CCc1ccccc1NC(=O)c1cc(-c2ccc(OC)cc2)on1
  A: / | B: 14% | C: 2% | D: / | E: / | F: 0% | G: / | H: -7%

CCOC(=O)C1CCN(C(=S)Nc2ccc(S(N)(=O)=O)cc2)CC1
  A: 1% | B: -8% | C: -22% | D: 17%[10 µM] | E: 6% | F: -12% | G: 6% | H: -13%

CCN(CC)S(=O)(=O)c1cccc(C(=O)N/N=C/c2cccc(O)c2O)c1
  A: 9% | B: 7% | C: 14% | D: -84%[inhibitor][10 µM] | E: 1% | F: -4% | G: -4% | H: 12%

O=C(NCCN1CCOCC1)C(Sc1ccccc1)c1ccccc1 (configuration not stated)
  A: -2%[15.4 µM] | B: 4% | C: 3% | D: -7%[10 µM] | E: 2% | F: 7% | G: 10% | H: -1%

NS(=O)(=O)c1ccc(NC(=O)Nc2ccc(S(N)(=O)=O)cc2)cc1
  A: / | B: / | C: / | D: 0%[10 µM] | E: 3% | F: 3% | G: -5% | H: /

c1ccc(CNc2c3c(nc4ncnn24)CCC3)cc1
  A: / | B: 9% | C: -22% | D: 12%[10 µM] | E: 0% | F: 8% | G: 0% | H: /

COc1ccc(N(CCC#N)S(=O)(=O)c2cccc3nsnc23)cc1
  A: -2% | B: 1% | C: -4% | D: / | E: -18% | F: 7% | G: -2% | H: -3%

CCc1nnc(NC(=O)c2nc3nc(C)cc(C)n3n2)s1
  A: -3% | B: -1% | C: -1% | D: -8% | E: 10% | F: -8% | G: 2% | H: 1%

CNC(=O)CCN(Cc1ccco1)S(=O)(=O)c1ccc(OC)c(OC)c1
  A: / | B: -3% | C: -2% | D: -5%[10 µM] | E: 0% | F: 7% | G: 2% | H: -2%

CCOC(=O)C1CCN(C(=O)Cc2c(C(=O)O)n(CC)c3ccccc23)CC1
  A: 4% | B: -3% | C: 5% | D: -22% | E: -6% | F: 0% | G: 0% | H: -7%

Cc1cc(/C=C2/C(=N)N3C(=NC2=O)SN=C3S(C)(=O)=O)c(C)n1-c1ccccc1
  A: -1% | B: 2% | C: -4% | D: -154%[inhibitor] | E: -8% | F: -2% | G: -10% | H: -16%

CCN1C(C)=C(C(=O)OC)C(c2ccccc2)N2C(=O)[C@](O)(C(=O)OC)C(c3ccccc3)C(C(C)=O)=C12 (some centres not stated)
  A: / | B: -12%[11.6 µM] | C: -25%[11.6 µM] | D: ? | E: 4%[17.5 µM] | F: / | G: -6%[17.4 µM] | H: ?

Cn1c2ccccc2c2nnc(SCN3C(=O)c4ccccc4C3=O)nc21
  A: 4% | B: 3% | C: -3% | D: -19%[10 µM] | E: -3% | F: 12% | G: -3% | H: -12%

CC(C)Oc1cccc(C(=O)C2CCCN(Cc3cnc(N4CCOCC4)s3)C2)c1 (configuration not stated)
  A: 13% | B: -8% | C: -9% | D: -7%[10 µM] | E: -4% | F: 9% | G: -2% | H: -16%

O=C(Nc1nccs1)c1ccc(Cl)s1
  A: -2% | B: -7% | C: -20% | D: 0% | E: 0% | F: -7% | G: -2% | H: -15%

COc1ccc(NC(=O)CN2c3cccc4cccc(c34)S2(=O)=O)cc1
  A: -14% | B: 14% | C: -25% | D: -12% | E: 4% | F: -3% | G: -1% | H: -13%

COC(=O)C1=C(C)N(C)C(=O)NC1c1cc(Cl)cc(Cl)c1OC (configuration not stated)
  A: 9% | B: 14% | C: -3% | D: 2% | E: -1% | F: -4% | G: -7% | H: 1%

O=C1CC(c2ccncc2)c2cc3c(cc2N1)OCCO3 (configuration not stated)
  A: -2% | B: 5% | C: 5% | D: 4% | E: 4% | F: -1% | G: -3% | H: 0%

COc1ccc(C2=NC(c3ccccc3)CO2)cc1 (configuration not stated)
  A: 3%[15.4 µM] | B: 1% | C: -13% | D: / | E: 0% | F: 0% | G: 2% | H: -15%

CCC(=O)Nc1nnc(C(C)(C)C)s1
  A: -7% | B: -12% | C: -5% | D: -14% | E: 3% | F: 2% | G: 1% | H: -5%

O=C(Nc1ccc(O)c(-c2nc3ccccc3s2)c1)c1cc(=O)c2ccccc2o1
  A: 12% | B: -3% | C: -22% | D: / | E: 1% | F: 4% | G: 4% | H: ?

CCC(C)N(C)C1CCN(C(=S)Nc2cccc(SC)c2)CC1 (configuration not stated)
  A: 0% | B: -6% | C: 3% | D: -22% | E: 0% | F: -1% | G: 8% | H: 4%

O=C(CCn1cccc(C(F)(F)F)c1=O)Nc1cccc(C(F)(F)F)c1
  A: / | B: -2% | C: -9% | D: -1%[10 µM] | E: -12% | F: 1% | G: -12% | H: -8%

O=C(CNC(=O)COc1ccccc1)NCc1ccccc1F
  A: 5% | B: 0% | C: 3% | D: -13%[10 µM] | E: 1% | F: 10% | G: -3% | H: 10%

CCOC(=O)c1c(C)oc2ccc(N(C(=O)c3ccncc3)S(=O)(=O)c3ccc(F)cc3C)cc12
  A: / | B: 13% | C: -11% | D: / | E: / | F: -10%[76.3 µM] | G: / | H: ?

CCOC(=O)N1CCC(N2CCCC(C(=O)c3cc(F)ccc3OC)C2)CC1 (configuration not stated)
  A: / | B: -4% | C: 1% | D: 37%[10 µM] | E: -3% | F: 15% | G: -5% | H: -1%

CCOC(=O)CNC(=O)N1CCCC(CNS(=O)(=O)c2cccs2)C1 (configuration not stated)
  A: 2% | B: 4% | C: -5% | D: 2%[10 µM] | E: 1% | F: -8% | G: -4% | H: -2%

CCOCCCNC(=O)C(c1ccc(Cl)cc1)N(Cc1ccc2c(c1)OCO2)C(=O)c1ccc(NC(C)=O)cc1 (configuration not stated)
  A: / | B: -1% | C: -22% | D: / | E: / | F: -2%[76.3 µM] | G: / | H: -14%

O=C(NC1CC1)C1CCN(c2ncnc3c2sc2cccc(F)c23)CC1
  A: -6% | B: 6% | C: -15% | D: -47%[inhibitor] | E: 2% | F: -35% | G: 4% | H: ?

COc1ccc(N(C)C(=O)CC2(CC(=O)O)CCCCC2)cc1
  A: 3% | B: 1% | C: -8% | D: 9%[10 µM] | E: 3% | F: -28% | G: 2% | H: -14%

Arranged by molar mass (ascending): 3 of the compounds above.
Screens by letter: A = GAA inh; B = Tau FP inhib; C = Tau fluor counter; D = HTT ATP protect; E = aGal spleen mod; F = GAA glycogen mod; G = aGlu spleen mod; H = Tau fibril ThT
COC(=O)C1=C(C)N(C)C(=O)NC1c1cc(Cl)cc(Cl)c1OC (configuration not stated)
  A: 9% | B: 14% | C: -3% | D: 2% | E: -1% | F: -4% | G: -7% | H: 1%

O=C(Nc1ccc(O)c(-c2nc3ccccc3s2)c1)c1cc(=O)c2ccccc2o1
  A: 12% | B: -3% | C: -22% | D: / | E: 1% | F: 4% | G: 4% | H: ?

CCOCCCNC(=O)C(c1ccc(Cl)cc1)N(Cc1ccc2c(c1)OCO2)C(=O)c1ccc(NC(C)=O)cc1 (configuration not stated)
  A: / | B: -1% | C: -22% | D: / | E: / | F: -2%[76.3 µM] | G: / | H: -14%

Random draw from the library. About 3.3% of those tested had a hit in this group.
